Pf apPOL block = Pf-apPOL DNA polymerase inhibition. Recombinant Pf-apPOL, molecular beacon fluorescence, 1.5 h. inhibition, % at 10 µM. 210,000 compounds, 0.25% hits. AID 1794808
mHTT CaM bind = inhibitors of human mutant huntingtin-calmodulin interaction | inhibition, % at 15 µM | P42858 | AlphaScreen His-mHTT/GST-CaM binding, luminescence | 190,000 compounds, 3.6% hits;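 also: 0% = both proteins with DMSO and 100% = one protein alone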
The depositor's hits bear a star; i = inactive; . = no result given; & = joins results of further samples. Rule as the data show it: active = inhibition above about 50%; inactive = the rest. The order is random; about 3.7% have a hit in one of these screens.

SMILES | Pf apPOL block | mHTT CaM bind
Cc1cccc(-c2nc(CN3CCCC(C(=O)NCc4ccc(F)cc4)C3)c(C)o2)c1 (stereo not drawn) | -10 | 18
COc1ccc(-n2ccn3cc(-c4ccc(Cl)cc4)nc3c2=O)cc1OC | -5 | -4
COC(=O)c1ccccc1NC(=O)C1CCCN(C(=O)c2ccccc2F)C1 (stereo not drawn) | -6 | 30
Cc1ccc(S(=O)(=O)N(CC(=O)Nc2ccc3c(c2)OCO3)c2cccc(C)c2C)cc1 | 0 | 32
O=C(NCC1CCCO1)c1sc2cc(F)ccc2c1Cl (stereo not drawn) | -1 | -7
COc1ccc(Br)cc1/C=C/C(=O)c1cccs1 | 0 | -2
CC1(C)CC(=O)C2=C(C1)OC1=C(C(=O)CC(C)(C)C1)C2c1cc([N+](=O)[O-])c(Cl)cc1Cl | 1 | 1
N#CC1=C(N)Oc2n[nH]c(-c3ccc4c(c3)OCO4)c2C1c1ccc(F)c(Br)c1 (stereo not drawn) | -4 | 32
O=C(c1nc(N2CCCCCC2)c2oc3ccccc3c2n1)N1CCCC1 | -6 | 6
CCn1ccc(C(=O)N2CC3CC(NC(=O)c4cccs4)C2C3)n1 (stereo not drawn) | -3 | 0
Cc1cc(C)cc(-n2nnc(C(=O)NCCc3ccc(Cl)cc3)c2N)c1 | -2 | -4
O=S1(=O)c2ccc(Br)cc2OC[C@@H](Cc2ccccc2)N1Cc1cn(Cc2ccco2)nn1 | -2 | 5
Cc1ccc(N2N=NC3C(=O)N(c4ccccc4)C(=O)C32)cc1C (stereo not drawn) | -1 | 27
COc1ccc(N2C(=O)CSC2c2cc3c(cc2Br)OCO3)cc1Cl (stereo not drawn) | -1 | 10
O=C(Nc1cccc2nsnc12)c1ccc(Cl)cc1 | -4&-14 | -4&-2
O=C(c1ccc(N=Cc2cc(Cl)cc(Cl)c2O)cc1)c1ccc2c(c1)CCC2 | 2 | .
O=C(O)CCC(=O)N1N=C(c2cccs2)CC1c1ccc(Br)cc1 (stereo not drawn) | -5 | 14
Cc1ccc(F)cc1NC(=O)c1cc(C(C)C)n2nccc2n1 | -3 | -12
Cc1noc(C)c1CN1N=C(C(=O)N2CCOCC2)S(=O)(=O)c2ccccc21 | -12 | -12
C=CCN(CC=C)C(=O)CCN1C(=O)c2ccccc2C1=O | -1 | 2
CCOc1cccc(N2C(=O)CC(N3CCN(C/C=C/c4ccccc4)CC3)C2=O)c1 (stereo not drawn) | 5 | 42
O=[N+]([O-])c1cnc(Nc2ccc(Cl)cc2)c([N+](=O)[O-])c1 | -3 | 22
COCCNC(=O)N1CCCC(C)(C(=O)NCc2ccccc2)C1 (stereo not drawn) | -2 | 2
CCC(C(=O)O)N1C(=O)C(=Cc2ccc3c(c2)OCO3)SC1=S (stereo not drawn) | -38 | 7
COc1ccc(N=C2NC(=O)/C(=C\C=C\c3ccccc3)S2)cc1 | -7 | 26
COc1cccc(C(=O)Nc2nnc(-c3ccc(Cl)c(Cl)c3)s2)c1 | 1 | 4
COc1cc(OC)cc(-n2nc(C(=O)Nc3ccc(F)c(Cl)c3)c3ccccc3c2=O)c1 | 5 | 2
CC(C)(C)n1nc2c(c1NC(=O)CC1CCCCC1)CS(=O)C2 (stereo not drawn) | -1 | -1
CCCN1N=C(C(=O)N2CCC(C)CC2)S(=O)(=O)c2ccc(C)cc21 | -4 | 8
Cc1ccc(N2CC(C(=O)N(C)C)CC2=O)cc1 (stereo not drawn) | -4 | -4

5 of these compounds, reformatted.
Results follow in this order: Pf apPOL block, mHTT CaM bind
COc1ccc(N=C2NC(=O)/C(=C\C=C\c3ccccc3)S2)cc1
    -7, 26
COc1cccc(C(=O)Nc2nnc(-c3ccc(Cl)c(Cl)c3)s2)c1
    1, 4
COc1cc(OC)cc(-n2nc(C(=O)Nc3ccc(F)c(Cl)c3)c3ccccc3c2=O)c1
    5, 2
CC(C)(C)n1nc2c(c1NC(=O)CC1CCCCC1)CS(=O)C2 (stereo not drawn)
    -1, -1
CCCN1N=C(C(=O)N2CCC(C)CC2)S(=O)(=O)c2ccc(C)cc21
    -4, 8

(next part)
SMILES | Pf apPOL block | mHTT CaM bind
O=C(Nc1ccc([N+](=O)[O-])cc1)C1C(c2ccccc2)=C1c1ccccc1 | 4 | 7
CC(C)(Oc1ccc(Cl)cc1)C(=O)Nc1nc2ccc(S(C)(=O)=O)cc2s1 | -2 | 24
CC(=O)c1ccc(NC(=O)CN2CCN(Cc3nc4ccccc4[nH]3)CC2)cc1 | -7 | -5
CCNC(=O)c1c(NC(=O)c2oc3ccccc3c2C)sc2c1CCCC2 | -5 | -2
O=C(Nc1ccccc1Br)c1cc(Cl)ccc1Cl | -13 | -27
CCOc1ccccc1C(=O)N1CCN(c2nnc(SCC(=O)NC(C)C)s2)CC1 | -5 | -7
COc1ccccc1Nc1nnc(-c2cc3c(CO)cnc(C)c3oc2=O)s1 | -5 | -4
CC(C)(C)c1csc(NN=Cc2cccs2)n1 | -5 | .
N#CC1=C(N)OC2=C(C(=O)CCC2)C12C(=O)Nc1ccc(Cl)cc12 (stereo not drawn) | 30 | 0
O=C(COc1ccccc1)NCCc1cccc(Cl)c1 | -2 | -4
O=S1(=O)CCSC[C@@H](CNCc2ccco2)N1 | 0 | -2
CC1(C)CC2CC(C)(CN2C(=O)Nc2ccc3nsnc3c2)C1 (stereo not drawn) | -8&2 | -15&-9
O=c1nc(/C=C/c2ccc(N3CCCC3)cc2)cc(C(F)(F)F)[nH]1 | -89 | 33
COc1cccc(/C=C(\C#N)c2nc3ccccc3s2)c1 | -12 | 1
O=C(Nc1ccccc1F)C1CCc2nc(N3CCCCC3)ncc2C1 (stereo not drawn) | -2 | 6
CNC(=O)C1CCCN(C(=O)c2cc(C)cc(C)c2)C1 (stereo not drawn) | 1 | -3
COc1cccc(NC(=O)N2CCCC2c2ccc(C)cc2)c1 (stereo not drawn) | 0 | -12
FC(F)(F)c1ccc(NC(=S)N2CCSCC2)c(Cl)c1 | 4 | .
N#Cc1cccc(C(=O)N2CCCn3nc(-c4cccnc4)cc3C2)c1 | -5 | -4
Cc1ccc(C)c(Cn2c(CN3CC(C)OC(C)C3)nc3c2c(=O)n(C)c(=O)n3C)c1 (stereo not drawn) | 5 | 4
COCCC(=O)N1CCC(n2c(-c3ccoc3)nc3cccnc32)C1 (stereo not drawn) | -6 | 14
CCc1ccccc1NC(=O)N1CCCC1c1nc(-c2ccc(F)cc2F)no1 (stereo not drawn) | -4 | -4
CCOC(=O)c1c(C)nsc1NN=C(C#N)C(=O)c1ccc(Cl)cc1 | 11 | .
O=[N+]([O-])c1ccc(O)c(C=Nc2nnc3n(/N=C/c4cc([N+](=O)[O-])ccc4O)cnn23)c1 | . | i
O=C(CSc1nc2ccccc2o1)c1ccc(Br)cc1 | 1 | -6
Cc1ccc(Cl)cc1NC(=O)C(Cl)Cl | -7 | 0
COc1ccc(CNC(=O)C2CCCN(c3nnc4ccc(C(F)(F)F)cn34)C2)cc1 (stereo not drawn) | -2 | 16
Cc1ccc(-n2nc3c(c2NC(=O)C(C)C)CS(=O)C3)cc1 (stereo not drawn) | -3 | -1
CCN1CCn2c(nc3cc(C(=O)Nc4ccc(C(C)C)cc4)ccc32)C1=O | 6 | 3
Cc1c(CNC(=O)c2ccc(C(F)(F)F)cc2)sc2ccccc12 | -23 | .
COc1cc(Cl)c(C)cc1NC(=O)c1coc(=O)c2ccccc12 | 2 | 7
Cn1c(CS(=O)(=O)c2ccc(Cl)cc2)c(C#N)c2ccccc21 | 0 | -2
Cc1ccc(S(=O)(=O)N2CCC(c3cc4n(n3)CCCNC4=O)CC2)c(C)c1 | 2 | 10
COc1ccccc1N1C(=O)C=C(c2ccc(Cl)cc2)C1=O | 0 | 20
COc1ccc(-n2ccn3cc(-c4cccs4)nc3c2=O)cc1 | 0 | 2
CNC(=O)Nc1ccc(C2(C(=O)N3CCN(C(C)C)CC3)CCC2)cc1 | 6 | -2
COc1ccc(C(=O)N2CCc3nc(-c4ccc(Cl)cc4)ncc3C2)cc1F | -1 | -8
CCOCCCN1COc2ccc3c(=O)c(-c4ccc(OC)cc4)coc3c2C1 | -8 | 1
COc1ccc(C(F)(F)F)cc1NC(=O)c1cccnc1 | 5 | -6
COc1cccc(CC(=O)Nc2cc(F)c3nc(N4CCOCC4)ccc3c2)c1 | -1 | -1
C[C@H](CSC(=O)c1ccccc1)C(=O)N1C[C@@H](Sc2ccccc2)CC1C(=O)O (stereo partly drawn) | 2 | .
Cc1ccc(C(C)C)c(OCC(=O)Nc2cccc(C)c2C)c1 | 5 | -11
O=S(=O)(Nc1cc(-c2cccs2)nn1-c1ccc(F)cc1)c1ccc(-c2cc(C(F)(F)F)on2)s1 | -8 | .
O=C(Nc1nnc(-c2cccs2)o1)c1ccc(S(=O)(=O)N2CCCC2)cc1 | -3 | 21
CC(=O)N1C(=O)C(=O)c2cc(C)c(Br)cc21 | -2 | 22

A few values from above:
COc1ccccc1N1C(=O)C=C(c2ccc(Cl)cc2)C1=O | Pf apPOL block = 0
CC(=O)N1C(=O)C(=O)c2cc(C)c(Br)cc21 | mHTT CaM bind = 22
COc1cccc(CC(=O)Nc2cc(F)c3nc(N4CCOCC4)ccc3c2)c1 | mHTT CaM bind = -1
COc1ccc(-n2ccn3cc(-c4cccs4)nc3c2=O)cc1 | Pf apPOL block = 0
Cc1ccc(C(C)C)c(OCC(=O)Nc2cccc(C)c2C)c1 | Pf apPOL block = 5

The list continues:
SMILES | Pf apPOL block | mHTT CaM bind
CCC(C(=O)Nc1cccc(C)n1)c1ccccc1 (stereo not drawn) | -5 | -6
Cc1ccc(N2C(=O)CSC2c2ccc(Cl)cc2)cc1 (stereo not drawn) | 6 | -7
COc1ccc(OC)c(S(=O)(=O)NCC2CC(=O)N(Cc3ccc(F)cc3)C2)c1 (stereo not drawn) | 1 | -6
COc1ccc(C(=O)Oc2cc(C)c3c(c2)OC(=Cc2cccnc2)C3=O)cc1 | -3 | 3
O=C(c1cc(F)ccc1Cl)N1CCc2c(nc3cc[nH]n3c2=O)C1 | -1 | -4
Cc1cc(OCC(=O)N2CCN(c3ccccn3)CC2)cc(C)c1Cl | -9 | 17
COc1cccc(CNC(=O)c2nnn(-c3ccccc3OC)c2N)c1 | -8 | -4
CCOCCCNC(=O)C1(C)CCC(=O)N1c1ccc(F)cc1C (stereo not drawn) | -4 | -3
COc1cccc(C2=N/C(=C/c3ccccc3C(F)(F)F)C(=O)O2)c1 | 0 | 7
CC(C)n1c(=O)c2c(ncn2CC2CC2)n(-c2cccc(F)c2)c1=O | -3 | -7
CCCn1c(=O)c(N2CCN(C(=O)C3CCCCC3)CC2)nc2ccccc21 | -6 | -12
CCCc1nc2ccccc2n1CCOC | -4 | 1
O=C(NCc1cc(-c2ccccc2F)on1)c1cnccn1 | 6 | -12
Cc1c(S(=O)(=O)c2ccc(Cl)cc2)csc1C(=O)Nc1ccc(F)cc1F | 4 | .
O=S(=O)(c1ccc2c(c1)CCC2)N1CCC(c2noc(-c3ccccc3)n2)CC1 | -3 | 0
CCOC(=O)c1c(S(=O)(=O)NCc2ccc3c(c2)OCO3)n[nH]c1CC | -3 | 1
O=C(c1cccnc1)N1CCc2nc(-c3ccccc3)ncc2C1 | 4 | 4
CC(=CCNc1ncnc2c1ncn2C1OC(CO)C(O)C1O)CO (stereo not drawn) | -5 | .
CCOCC(=O)N1CCCC(COc2cccc(C(=O)N3CCCC3)c2)C1 (stereo not drawn) | -4 | -3
Cn1nc(-c2nc(-c3ccccc3)no2)c2c1CCN(C(=O)NC(C)(C)C)C2 | -2 | 0
Cc1cccc(OCCNC(=O)c2ncn[nH]2)c1 | -5 | 2
COCCNc1nc2c(c(=O)n(C)c(=O)n2C)n1Cc1ccccc1Cl | -9 | 0
O=C(NCc1cccnc1)c1nn2c(C(F)(F)F)cc(-c3cccs3)nc2c1Cl | -1 | 10
Fc1ccc(CNC(=S)NC(Cc2ccccc2)c2ccccc2)cc1 (stereo not drawn) | 11 | .
CCCCNC(=O)CCC1CCCN(c2cc(NCCC)ncn2)C1 (stereo not drawn) | -4 | 2
O=C(NCc1ccccc1F)C1CCN(c2cncnc2N2CCOCC2)CC1 | -5 | 2
Cc1ccc(CN2CCC(C(=O)N(CCc3ccccc3)Cc3ccccc3)CC2)o1 | 1 | 58*
Cc1ccc(C(=O)Nc2c3c(nn2-c2ccc(F)cc2)CSC3)cc1[N+](=O)[O-] | -6 | 4
Cc1c(C(=O)C(=O)NC2CCCCC2C)c2ccccc2n1C (stereo not drawn) | 5 | -2
CCc1ccccc1NC(=O)COc1cc(C)nc(N2CCCC2)n1 | -2 | -4
O=C(Nc1c2c(nn1-c1ccc(Cl)cc1)CSC2)c1cccc(Cl)c1 | 6 | -14
CC1(C)CC(=O)c2cc3c(N)c(C(=O)c4cccs4)sc3nc2C1 | 2 | 31
COc1ccc(OC)c(C(O)CN2CCN(c3cccc(Cl)c3)CC2)c1 (stereo not drawn) | -5 | -1
O=C1C(=Cc2cccs2)CSC1=Cc1cccs1 | -10 | .
O=C(O/N=C1\CCOc2ccccc21)c1ccc(Cl)c(Cl)c1 | -1 | i
CC(C)(C)C(=O)N1CCCC(COc2cccc(C(=O)N3CCCCC3)c2)C1 (stereo not drawn) | -5 | -3
O=C(NC1CCCCC1)c1cccc(C2CCCN(C(=O)Nc3ccccc3)C2)c1 (stereo not drawn) | 1 | 5
O=C(NCc1[nH]nc2ccccc12)C1CC(=O)N(c2cccc(Cl)c2)C1 (stereo not drawn) | 2 | 13

Filtered by structure, the entries above with an aryl thioether with sulfur outside any ring.
SMILES | Pf apPOL block | mHTT CaM bind
CCOc1ccccc1C(=O)N1CCN(c2nnc(SCC(=O)NC(C)C)s2)CC1 | -5 | -7
O=C(CSc1nc2ccccc2o1)c1ccc(Br)cc1 | 1 | -6
C[C@H](CSC(=O)c1ccccc1)C(=O)N1C[C@@H](Sc2ccccc2)CC1C(=O)O (stereo partly drawn) | 2 | .

From PubChem
